RORgamma inh = ROR gamma (mouse) transcription inhibition | Drosophila S2 Gal4-RORgamma UAS-luciferase reporter, 20 h | Potency, µM (series often up to 53.6 µM), without a hit: at the highest dose activity change, negative = inhibition, usual class: inhibitors | actives 5.4% (n = 310,000) | AID 2551; also: potency is read from the fitted curve at half-maximal effect; % is scaled to controls: 0 for no effect and ±100 for the full control effect; nearly all actives have a fitted effect of over 60% in size
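Luminescence from a UAS-regulated Photinus luciferase reporter in stably transfected Drosophila Schneider cells is measured; decreased signal marks ROR gamma inhibition. Fusion expression is induced by 700 uM copper sulfate for 20 hr.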
KCNH2 3.1 block = KCNH2 3.1 (human) potassium channel inhibition. U2OS KCNH2 3.1, thallium flux FluxOr; hits give low values. activity change, % (tested at about 1.8 µM). actives 0.95% (n = 340,000). AID 720553;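 active = maximum activity change below -70%; inconclusive = maximum activity change from -70% to -50%; inactive = maximum activity change above -50%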;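 also: thallium influx rate constant from kinetic fluorescence after stimulation buffer; % is scaled to controls: 0 for no effect and ±100 for the full control effect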
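Measured as rate of thallium-driven FluxOr signal in transduced U2OS cells carrying the 3.1 channel, read kinetically for 2 min upon stimulation; values are rate constants scaled to DMSO control wells.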
uPA surface inh = cell surface uPA generation inhibition | cell surface uPA generation assay, qHTS | Potency, µM (series often up to 38.3 µM), for inactives: at the highest dose activity change, negative = inhibition, hits mostly inhibitors | actives 0.31% (n = 330,000); active = well fitted inhibition curve with a large enough effect; inconclusive = small, poorly fitted or top-dose-only effect; inactive = no such curve, though single readings can be large or run the other way; tested in mouse RAW 264.7 cells; also: potency is read from the fitted curve at half-maximal effect; % is scaled to controls: 0 for no effect and ±100 for the full control effect; nearly all actives have a fitted effect of over 55% in size
ELG1 genotoxic = induces genotoxicity in HEK293T cells with luciferase-tagged ELG1; AID 504466; HEK293T ELG1-luciferase reporter, luminescence, 16 h; actives 1.3% (n = 330,000); Potency, µM (top dose mostly 46 µM), inactives show top-dose activity change, positive = activation, hits mostly activators; also: potency is read from the fitted curve at half-maximal effect; % of control where 0% means no effect; nearly all actives have a fitted effect of over 60% in size
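Step 1: seed 2,000 HEK293T ELG1-luciferase cells per well. Step 2: add compound or DMSO, incubate 16 hr at 37 °C. Step 3: ONE-Glo, 30 min at room temperature, read luminescence.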
Giardia kill = Giardia lamblia killing | Giardia lamblia trophozoite viability | activity change, % at 7.66 µM, hits read low | actives 0.15% (n = 340,000) | AID 540267; in the data active = activity change below about -80%; inconclusive = between about -30% and that limit;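 also: parasites exposed to compound for two days anaerobically before the ATP read; % is scaled to controls: 0 for no effect and ±100 for the full control effect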
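Trophozoite viability was measured as ATP-dependent luminescence, read 15-30 min after reagent addition. Before that, parasites at 100 cells/well were exposed to compounds for 48 h, anaerobically, at 37 deg C.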
Rab9 promoter act = activates the Rab9 promoter | Huh7 Rab9 promoter-luciferase reporter, luminescence, 24 h | Potency, µM (highest dose often 9.22 µM), for the others: top-dose activation, negative = inhibition, usual class: activators | actives 2.8% (n = 320,000) | AID 485297; also: potency is read from the fitted curve at half-maximal effect; % of control where 0% means no effect; nearly all actives have a fitted effect of over 60% in size
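Measured in stably transfected Huh7 cells bearing a Rab9 promoter–luciferase construct: 24 h compound treatment at 37 °C, followed by luminescence detection.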
FLuc counter = inhibits or activates purified firefly luciferase, miR-21 counter-screen; P08659; purified FLuc, Km substrates, luminescence inhibition; Potency, µM (series often up to 57.5 µM), inactives show at the highest dose activity change, negative = inhibition, usual class: inhibitors; actives 6.9% (n = 360,000);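 also: potency is read from the fitted curve at half-maximal effect; plate controls were vehicle for no effect and reference inhibitor for full effect; nearly all actives have a fitted effect of over 55% in size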
Target sequence (P08659 whole entry, looked up): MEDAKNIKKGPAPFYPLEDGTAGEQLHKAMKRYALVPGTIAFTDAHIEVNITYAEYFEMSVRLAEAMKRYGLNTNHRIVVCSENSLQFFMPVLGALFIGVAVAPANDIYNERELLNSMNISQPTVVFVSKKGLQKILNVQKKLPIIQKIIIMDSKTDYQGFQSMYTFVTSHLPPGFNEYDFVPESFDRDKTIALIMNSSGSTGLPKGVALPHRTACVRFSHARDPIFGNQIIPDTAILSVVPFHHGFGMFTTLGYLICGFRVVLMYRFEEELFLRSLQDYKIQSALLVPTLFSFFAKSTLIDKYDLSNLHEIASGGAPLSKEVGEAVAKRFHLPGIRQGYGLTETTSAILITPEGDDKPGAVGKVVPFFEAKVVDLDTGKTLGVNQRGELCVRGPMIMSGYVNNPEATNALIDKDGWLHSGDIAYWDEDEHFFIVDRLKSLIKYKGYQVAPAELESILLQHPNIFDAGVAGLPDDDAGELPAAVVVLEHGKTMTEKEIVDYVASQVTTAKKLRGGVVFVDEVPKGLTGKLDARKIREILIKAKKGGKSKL
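Biochemical qHTS of compounds, final roughly 60 µM downward over six points, against 10 nM purified firefly luciferase using Km concentrations of substrates (10 uM D-luciferin, 10 uM ATP) in Tris acetate pH 7.5 buffer; luminescence output.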
FBPA coupling cs = coupling enzyme interference in Giardia aldolase counter-screen. coupling enzyme system counterscreen, AmpLite Red fluorescence. activity change, negative = inhibition, % at 58.2 µM, hits read low. actives 0.67% (n = 290,000); in the data active = activity change below about -30%; also: % is scaled to controls: 0 for no effect and ±100 for the full control effect
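Coupling enzymes only (glyceraldehyde-3-phosphate) + compound, at 57.5 uM final, 10 min RT; add substrate/coupling/AmpLite Red mix, 20 min RT; fluorescence ex 525/em 598 nm. Actives flag coupling-system interference.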
Tb PFK block = inhibitors of T. brucei phosphofructokinase; O15648; T. brucei PFK, ADP-Glo luminescence; Potency, µM (titrated, usually from 57.5 µM), inactives show at the top dose activity, negative = inhibition, hits mostly inhibitors; actives 0.17% (n = 330,000); AID 485367;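 also: potency is read from the fitted curve at half-maximal effect; 0% = uninhibited 1x PFK enzyme wells and -100% = no-enzyme wells; nearly all actives have a fitted effect of over 60% in size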
Target sequence (O15648 whole entry, looked up): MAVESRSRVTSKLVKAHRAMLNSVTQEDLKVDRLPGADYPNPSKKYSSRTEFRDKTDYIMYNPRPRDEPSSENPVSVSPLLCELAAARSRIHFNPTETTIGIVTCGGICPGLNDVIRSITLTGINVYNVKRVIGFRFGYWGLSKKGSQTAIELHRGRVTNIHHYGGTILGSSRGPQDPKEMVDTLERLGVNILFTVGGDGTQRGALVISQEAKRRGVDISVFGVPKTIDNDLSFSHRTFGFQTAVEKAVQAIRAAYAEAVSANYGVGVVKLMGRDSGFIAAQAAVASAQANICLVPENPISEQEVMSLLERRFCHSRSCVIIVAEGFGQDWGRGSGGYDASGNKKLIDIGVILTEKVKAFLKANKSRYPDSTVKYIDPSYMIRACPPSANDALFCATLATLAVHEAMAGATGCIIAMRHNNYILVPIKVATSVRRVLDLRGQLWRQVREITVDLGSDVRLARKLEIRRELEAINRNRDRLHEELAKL
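Activity is normalized to no-enzyme wells (full inhibition) and 1.25 nM enzyme wells (no inhibition). Reaction: 0.5 mM F6P, 0.1 mM ATP, 45 min RT, ADP-Glo luminescence; concentration-response curves fitted and classed by quality.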
Gal4-VP16 FLuc = Gal4-VP16 reporter inhibition counter-screen. actives 3.5% (n = 310,000). AID 2546. Potency, µM (highest dose often 53.6 µM), inactives show at the highest dose activity, negative = inhibition, actives largely listed as inhibitors. Drosophila S2 Gal4-VP16 UAS-luciferase, luminescence, 20 h;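 also: Gal4-VP16 expression switched on by copper sulfate through the metallothionein promoter; potency is read from the fitted curve at half-maximal effect; % is scaled to controls: 0 for no effect and ±100 for the full control effect; nearly all actives have a fitted effect of over 50% in size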
NPC1 prom act = activates the NPC1 promoter. Huh7 NPC1 promoter luciferase reporter, 24 h. Potency, µM (doses to about 9.22 µM), for the others: at the top dose activation, usual class: activators. actives 2.4% (n = 320,000). AID 485313;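 also: potency is read from the fitted curve at half-maximal effect; % of control where 0% means no effect; nearly all actives have a fitted effect of over 60% in size; reporter is driven by a mutant NPC1 promoter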
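In 1536-well qHTS, Huh7 cells harboring an NPC1 promoter–luciferase construct received compound for 24 h; activation was quantified by luminescence following luciferase reagent addition.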
Starred values were filed as active, the others as inactive; ? = inconclusive; / = not tested or not shown; & = joins results of further samples; [ ] = dose if it differs, or a comment. Unless noted, calls follow the shape of the dose curve; as a rule, active = well fitted curve in the direction sought with a large enough effect; inconclusive = small, poorly fitted or top-dose-only effect, or another doubt; inactive = no such curve, though single readings can be large; an effect the other way counts as inactive or inconclusive.

Below each SMILES: RORgamma inh	KCNH2 3.1 block	uPA surface inh	ELG1 genotoxic	Giardia kill	Rab9 promoter act	FLuc counter	FBPA coupling cs	Tb PFK block	Gal4-VP16 FLuc	NPC1 prom act
1	CCNC(=S)NNC(=O)c1ccc(OC)cc1
    -1%	/	-4%	5%	4	-2%	5%	1	1%	0%	3%
2	OCC[C@@H]1C[C@@H](O)[C@H](O)[C@]2(Cc3ccccc3CO2)O1
    12%	-2	-3%	7%	33[activator]	-1%	-1%	3	6%	4%	-6%
3	CCCC1(C(=O)OCC)NC(c2ccc(N(C)C)cc2)C2C(=O)N(c3ccc(OCC)cc3)C(=O)C21 (stereo not given)
    ?	2	5%	0%	4	1%	1%	-1	1%	0%	-2%
4	Cc1ccccc1COC(=O)c1cc([N+](=O)[O-])ccc1N1CCOCC1
    ?	-28	?	0%	-10	0%	-2%	/	0%	-2%	-2%
5	COc1ccc(O)c(/C=c2/sc3nc4cc(C)c(C)cc4n3c2=O)c1
    ?	6	5%	0%	4	-3%	?	1	-25%	?	-3%
6	Cc1nn(C(=O)c2ccco2)c(C)c1Sc1ccccc1
    29%	-3	2%	-4%	24	4%	-1%	3	-7%	3%	-2%
7	CC(NS(=O)(=O)c1ccc2c(c1)oc(=O)n2C)c1ccccc1 (stereo not given)
    0%	1	10%	10%	-10	8%	4%	/	3%	-4%	9%
8	O=c1cc(O)nc(SCc2ccccc2)n1-c1ccccc1
    3%&23%	-7&-8	3%	-1%&-1%	7&11	-1%&0%	0%&-1%	3&3	0%&-13%	-3%&-3%	-3%&0%
9	CCCn1nnc(NC(=O)Cc2ccc(Cl)cc2)n1
    30%	-11	3%	5%	-9	-4%	1%	0	-17%	0%	-1%
10	Cc1ccccc1C(=O)c1cccn1CC(=O)NCCCN1CC(C)CC(C)C1 (stereo not given)
    -4%	?	1%	-6%	-6	1%	1%	-1	-3%	2%	4%
11	O=c1ccc2cc(S(=O)(=O)Nc3ccccc3F)ccc2o1
    /	-5	-6%	1%	-13	0%	3%	3	9%	/	-2%
12	CCS(=O)(=O)N1CCN(C(=O)COc2ccc(-c3ccccc3)cc2)CC1
    41%	-5	3%	-4%	8	1%	?	0	-3%	-1%	1%
13	COc1ccccc1/C=C/CN1CCSCC1
    -15%	7	-3%	1%	-9	2%	3%	1	1%	0%	0%
14	CCc1cccc(C)c1NC(=O)c1ccc(CN2CCc3ccccc3C2)cc1
    9%	-3	-4%	-1%	15	-6%	7%	-1	-6%	0%	-3%
15	COc1cc(OC)c(C2=NOC(C(=O)N3CCCc4ccccc43)C2)cc1Cl (stereo not given)
    5.6µM*	?	/	-8%	-8	-8%	-4%	-2	-3%	4.5µM*	-1%
16	COc1ccc(CC(=O)Nc2ccc(S(=O)(=O)N3CCCC3)cc2)c(OC)c1
    /	-6	-1%	0%	9	-6%	3%	/	-21%	/	-6%
17	Cn1c(=O)[nH]c(=O)c2c1nc(Br)n2CCCO
    3%	8	/	2%	-3	-5%	2%	-1	2%	0%	1%
18	COc1ccc(NS(=O)(=O)c2c(C)n(C)c(=O)n(C)c2=O)cc1OC
    -20%	-11	14%	1%	-12	-9%	3%	1	-4%	6%	0%
19	O=C(COC(=O)[C@@H]1CCCN1S(=O)(=O)c1ccccc1F)NCc1ccc2c(c1)OCO2
    /	-32	1%	-1%	-25	-2%	4%	/	-7%	/	-3%
20	O=C1NC(Cc2c[nH]c3ccccc23)C(=O)N1CCOc1ccc(F)cc1 (stereo not given)
    ?	-3	3%	-3%	-5	0%	0%	2	-1%	-1%	7%
21	Cc1ccc(CNc2cc(C(=O)O)ccc2C)s1
    14%	5	3%	0%	1	-2%	4%	3	2%	-1%	0%
22	Cc1ccn2cc(CNS(=O)(=O)c3ccc4c(c3)OCCO4)nc2c1
    13%	4	5%	4%	10	-7%	3%	0	3%	18%	-4%
23	CCN1CCN(c2ccc(NC(=O)c3ccc(OC)c(S(=O)(=O)N4CCCC4)c3)cc2)CC1
    /	5	-17%	1%	2	1%	5%	/	-1%	/	-3%
24	Cc1ccc(C(=O)COC(=O)c2n[nH]c(=O)c3ccccc23)cc1
    -4%	4	2%	0%	4	2%	6µM*	1	0%	-1%	-3%
25	Cc1ccc(C(=O)OCCOc2cccc(Cl)c2)cc1S(=O)(=O)N1CCOCC1
    /	4	-4%	-4%	5	1%	1%	/	3%	/	-5%
26	CCOC(=O)c1nn(-c2ccc3ccccc3c2)cc1O
    5%	8	-2%	15µM*	32[activator]	23%	8.5µM*	-4	3%	-12%	?
27	Cc1cc(-c2nn(-c3ccccc3F)cc2CNCCc2cnc[nH]2)c(C)s1
    -23%	0	-11%	3%	-18	-15%	-2%	0	1%	-20%	2%
28	COc1ccc(C(=O)Oc2ccc[nH]c2=O)cc1
    13%	5	-3%	7%	8	-1%	-3%	-5	-22%	-7%	10%
29	COC(=O)CC1C(=O)NCCN1C(=O)c1ccc2oc(C(C)C)nc2c1 (stereo not given)
    2%	15	2%	0%	-2	-1%	-2%	-2	2%	15%	-1%
30	CCOC(=O)C1=C(O)/C(=C/c2cccc(OC)c2O)N=C1C
    -29%	1	-1%	1%	-27	-6%	?	-8	-3%	3%[10 µM]	1%
31	COc1ccc2c(=O)c(N3C(=O)c4ccccc4C3=O)coc2c1
    -16%	8	/	6%	12	9%	?	4	3%	7%	6%
32	CC(C)Cn1c(N)c(C(=O)COC(=O)C2=COCCO2)c(=O)n(C)c1=O
    13%	2	0%	0%	2	2%	2%	-5	-2%	-8%	3%
33	COc1ccc(-c2cc(-c3nnc(COC(=O)c4ccc(O)cc4)o3)c3ccccc3n2)cc1OC
    26%	16	-2%	-13%	18	-10%	?	-1	-3%	-9%	-5%
34	CC1Oc2ccccc2N(CC(=O)Nc2ccc3c(c2)OCO3)C1=O (stereo not given)
    18%[10 µM]	11	/	2%	0	-7%	0%	1	-2%	0%	0%
35	CCN(CC(=O)Nc1ccc(NC(C)=O)cc1)C(=O)c1oc2ccccc2c1C
    /	-9	-15%	1%	-4	-3%	-12%	/	-14%	/	0%
36	CCOc1ccc(C(=O)CCC(=O)NC(CC(C)C)C(=O)OC)cc1 (stereo not given)
    6%	0	7%	7%	-15	-2%	-6%	0	-2%	-1%[10 µM]	0%
37	Oc1ccc(/C=C/c2ccnc3ccccc23)cc1
    -40%	-7	-19%	11%	12	17%	24µM*	-6	-1%	-9%	10%
38	Cc1cc(NC(=O)CCN2CCC(C(N)=O)CC2)ccc1Br
    37%	-47	1%	-9%	-5	1%	6%	-2	2%	-3%	-3%
39	CCOC(=O)c1cnn(-c2cc(Oc3ccccc3C)ncn2)c1N
    6%	-3	5%	4%	5	1%	?	1	1%	15%	1%
40	O=C(C#Cc1ccccc1)Nc1ccccc1F
    ?	-2	?	17%	-6	?	1.9µM*	-2	-1%	?	?
41	Cn1cccc1C(=O)OCC(=O)NC(=O)c1ccc(Cl)cc1
    /	2	4%	1%	-25	/	/	/	1%	/	/
42	CCN(CC)S(=O)(=O)c1ccc(N2CCOCC2)c(NC(=O)c2ccc(C#N)cc2)c1
    18%	11	12%	-4%	-7	-8%	3%	-2	1%	0%	3%
43	O=C(CCNS(=O)(=O)c1cccc2nsnc12)NC1CCCc2ccccc21 (stereo not given)
    0%	12	0%	-6%	-3	1%	-3%	-5	-1%	-3%	1%
44	OCC1(Cc2ccccc2)CCN(Cc2ccc(-c3ccco3)cc2)CC1
    1%	-85*	-7%	-6%	-3	-2%	0%	1	5%	-1%	1%
45	COC(=O)[C@]1(Cc2ccccc2)N[C@H](CN(C)C(=O)c2ccc(F)cc2)[C@@H]2C(=O)N(Cc3ccccc3)C(=O)[C@@H]21
    /	-14	-10%	-1%	-4	/	/	/	2%	/	/
46	NC(=O)CSc1cn(Cc2ccccc2)c2ccccc12
    43%	-3	-1%	-1%	9	-3%	2%	-13	2%	-6%	0%
47	Cc1occc1C(=O)Nc1ccc2ccccc2c1
    -53%	-12	0%	?	-4	2.5µM*	3.4µM*	-1	0%	?	1.4µM*
48	CC(=O)OC1COC(N2CCc3cc([N+](=O)[O-])ccc32)C(OC(C)=O)C1OC(C)=O (stereo not given)
    30%	0	0%	0%	-15	0%	0%	1	0%	1%	-2%
49	CC1Cc2ccccc2N1S(=O)(=O)c1ccc2c(c1)n(C)c(=O)c(=O)n2C (stereo not given)
    10%[0.365 µM]	7	/	-4%	0	-3%	3%	-1	-1%	/	-2%
50	CC1=NN(C2=NS(=O)(=O)c3ccccc32)C(C)(O)C1 (stereo not given)
    1.3µM*	-2	4%	4%	-24	-3%	-2%	-1	2%	3.5µM*	-1%
